# Compound activity deposited in PubChem by several laboratories.
# PABP1 MLLE inh: inhibitors of PABP1 MLLE–PAM2 peptide binding, primary screen, biochemical, fluorescence polarization, FITC-PAM2, GST-MLLE. inhibition, % at 20 µM. AID 588489, 2011. Polyadenylate-binding protein 1 (Homo sapiens), P11940. 360,000 tested, 0.36% active; in the data active means inhibition above about 35%, passing the limit was not always enough;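 further: plate controls were DMSO wells with GST-MLLE for no effect and wells lacking GST-MLLE protein for full effect; some results filed as inactive read as strong as hits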
# FAS TE block: FAS thioesterase domain inhibitors, primary screen, biochemical, fluorescence intensity, uHTS | 360,000 tested, 0.67% active | recombinant FAS-TE, OMFH fluorogenic substrate, fluorescence endpoint | Fatty acid synthase (Homo sapiens), P49327 | inhibition, % at 15 µM;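 active means compounds whose normalised, plate-corrected inhibition of enzyme fluorescence in the single-dose primary screen is 50% or more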;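 further: 0% = DMSO with enzyme and 100% = substrate without enzyme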
# Rin1-Abl PPI inh: inhibitors of Rin1-Abl protein binding, primary screen, biochemical, TR-FRET; inhibition, % at 7.35 µM; AID 588664, 2011; 360,000 tested, 0.4% active; Tyrosine-protein kinase ABL1 (Homo sapiens) + Ras and Rab interactor 1 (Homo sapiens), …; in the data active means inhibition above about 5%, passing the limit was not always enough
# Rpn11 inh: Rpn11 (PSMD14) deubiquitinase inhibitors, primary screen, biochemical, fluorescence polarization, uHTS; AID 588493, 2011; calls only at 20 µM; human 26S proteasome, Ub4-pepOG fluorescence polarization; 20S core pre-blocked with epoxomicin; 26S proteasome non-ATPase regulatory subunit 14 (Homo sapiens), O00487; 360,000 tested, 0.59% active;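 active means inhibition at 20 µM, scaled to each plate's controls, above about 33%, limit read from the data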
# MT1-MMP act inh: blockers of MT1-MMP proenzyme processing, primary screen, HT1080 RFP-PRO-GFP cells, GFP/RFP fluorescence; GFP/RFP ratio fluorescence, overnight; percent of plate control window, DMSO zero; GFP/RFP ratio change, % at 20 µM; 360,000 tested, 0.061% active; AID 651647, 2012;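 active means GFP/RFP ratio change of at least 30% with cell ATP level not reduced by more than half and red fluorescence within 50% of control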; further: strong numbers were not always called active
#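 Compound: 20 µM single dose, 1% DMSO / System: HT1080 RFP-PRO-GFP cells / Controls: DMSO and RFP-L50D-GFP cell wells / Read-out basis: GFP/RFP fluorescence ratio / Schedule: overnight compound exposure at 37 °C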
# CSN inh: inhibitors of CSN-mediated cullin deneddylation, primary screen, biochemical, fluorescence polarization, uHTS. 360,000 tested, 0.38% active. Purified CSN, SCF-Nedd8-OG deneddylation. inhibition, % at 12.5 µM. COP9 signalosome complex subunit 5 (Homo sapiens), Q92905;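 active means pattern-corrected inhibition above about 35%, with an unprinted fluorescence ratio check between 0.5 and 1.5, limit read from the data, passing the limit was not always enough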;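 further: 0% = enzyme with substrate and 100% = substrate without enzyme; some results filed as inactive read as strong as hits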
#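 Assay system: purified human Csn5 enzyme expressed in HEK293T cells; Input: 0.24 nM Csn5 enzyme, final concentration; Reagent: 10 nM SCFSkp2-Nedd8OG; Compound dosing: 12.5 µM single point; Times: reaction 90 min, room temperature; Technique: fluorescence polarization readout.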
# MsrA act: bovine MsrA enzyme activators, primary screen, biochemical, absorbance, HTS; Methionine sulfoxide reductase A (Bos taurus); purified bovine MsrA, absorbance read-out; activation, % at 10.6 µM; 360,000 tested, 0.3% active; in the data active means activation above about 7.5%;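 further: 0% = vehicle and 100% = reference activator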
# MsrA inh: bovine MsrA enzyme inhibitors, primary screen, biochemical, absorbance, HTS; purified bovine MsrA, absorbance read-out; inhibition, % at 15.5 µM; 360,000 tested, 0.75% active; AID 651718, 2012; in the data active means inhibition above about 4.5%;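 further: 0% = vehicle wells with enzyme and 100% = reference inhibitor wells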
# eLon inh: inhibitors of E. coli Lon protease, primary screen, biochemical, fluorescence polarization | P0A9M0 | purified E. coli Lon protease | inhibition, % at 7.94 µM | 360,000 tested, 0.42% active; in the data active means inhibition above about 13%, passing the limit was not always enough;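 further: 0% = enzyme with probe and DMSO and 100% = no enzyme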
# The depositor's hits bear a star; i = inactive; · = no result given. Random draw from the library, and some 3.7% of all compounds hit somewhere here.
no.	SMILES	PABP1 MLLE inh	MsrA act	CSN inh	Rin1-Abl PPI inh	FAS TE block
1	O=C(Nc1cc(Cl)ccc1Cl)Nn1cnnc1	-11	-5	3	6	-21
2	CC1(C)C(C=C(Cl)Cl)C1C(=O)N(Cc1cccc(Cl)c1)C1CCS(=O)(=O)C1 (stereo not given)	1	-1	-8	-1	13
3	O=C(O)CCC(=O)N(Cc1cccs1)Cc1cccs1	-2	-2	3	-6	-10
4	COc1cc(CCCN2C(=O)C(=O)NC[C@@H]2CC2CCCCC2)cc(OC)c1OC	2	-4	3	1	-3
5	Cc1cc(C)cc(C(=O)Nc2ccc(N3CCN(C(=O)c4ccco4)CC3)cc2)c1	2	-11	0	1	6
6	O=C(CC1c2ccccc2Oc2ccccc21)Nc1ccccc1C(F)(F)F	1	-1	-1	2	-6
7	Cc1cc(C)nc(Oc2ccc([N+](=O)[O-])cc2)n1	-7	-1	-1	5	-3
8	Nc1nnc(SCn2nnc3ccccc3c2=O)s1	8	4	-1	3	-6
9	CCCOc1ccc(C2NC(=O)CCC2[N+](=O)[O-])cc1 (stereo not given)	-6	-3	-8	0	-1
10	Cc1cc(C)c(NC(=O)CS(=O)CC(=O)Nc2cccnc2)c(C)c1 (stereo not given)	9	-4	0	1	-5

no.	Rpn11 inh	MT1-MMP act inh	MsrA inh	eLon inh
1	i	-3	0.0	0
2	i	0	0.2	0
3	i	6	-0.4	4
4	i	0	-1.0	-8
5	i	-5	0.3	7
6	i	-8	-0.6	18
7	i	1	-0.3	2
8	i	0	-0.6	-1
9	i	2	-0.8	2
10	i	0	0.1	-3

# More results follow.
no.	SMILES	PABP1 MLLE inh	MsrA act	CSN inh	Rin1-Abl PPI inh	FAS TE block
11	Cn1c(-c2ccccc2)cnc1SCC(=O)N1CCCCC1	10	-9	-1	2	1
12	Cc1ccccc1-n1c(SCC(=O)N2CCCC2)nnc1-c1ccccn1	8	-11	-5	-3	-16
13	Nc1nc2c(ncn2[C@@H]2O[C@H](CNS(=O)(=O)C3CC3)[C@@H](O)[C@H]2O)c(=O)[nH]1	14	-7	1	1	-10
14	Cc1cc2nc(-c3ccc(SCC(=O)Nc4ccc5c(c4)OCCO5)nc3)[nH]c2cc1C	8	-3	6	-2	-13
15	Cc1ccccc1-c1nnc(SCC(=O)Nc2ccc(Cl)cc2)n1N	-3	-9	-4	-2	-1
16	COC(=O)c1c(C)[nH]c(C(=O)CSc2ncnc3sc(-c4ccccc4)cc23)c1C	-3	-14	-4	3	-4
17	O=C(c1ccc(COc2ccc(Br)cc2)o1)N1N=C(C(F)F)CC1(O)C(F)F (stereo not given)	0	-2	-7	5	42
18	Cc1cc(C)c2c(c1)SC1=NC(c3ccccc3)(C(F)(F)F)NC(=O)N12 (stereo not given)	3	-13	2	7.0*	32
19	CN1CCN(c2ccc(Nc3ccnc4cc(Cl)ccc34)cc2)CC1	19	1	6	-11	-4
20	CC(C)c1ccc(NC2CCCN(C(=O)CC3CCCC3)C2)cc1 (stereo not given)	0	1	0	-6	16

no.	Rpn11 inh	MT1-MMP act inh	MsrA inh	eLon inh
11	i	13	-0.7	-5
12	i	13	-0.8	0
13	i	·	1.1	-5
14	i	2	3.1	-8
15	i	-4	0.4	2
16	i	4	0.3	4
17	i	4	0.9	-1
18	i	·	-0.4	-3
19	i	1	0.4	-3
20	i	-3	-0.4	-2

# Sorted by length of the SMILES (low to high): 8 of the compounds above.
no.	SMILES	PABP1 MLLE inh	MsrA act	CSN inh	Rin1-Abl PPI inh	FAS TE block
7	Cc1cc(C)nc(Oc2ccc([N+](=O)[O-])cc2)n1	-7	-1	-1	5	-3
20	CC(C)c1ccc(NC2CCCN(C(=O)CC3CCCC3)C2)cc1 (stereo not given)	0	1	0	-6	16
19	CN1CCN(c2ccc(Nc3ccnc4cc(Cl)ccc34)cc2)CC1	19	1	6	-11	-4
6	O=C(CC1c2ccccc2Oc2ccccc21)Nc1ccccc1C(F)(F)F	1	-1	-1	2	-6
10	Cc1cc(C)c(NC(=O)CS(=O)CC(=O)Nc2cccnc2)c(C)c1 (stereo not given)	9	-4	0	1	-5
16	COC(=O)c1c(C)[nH]c(C(=O)CSc2ncnc3sc(-c4ccccc4)cc23)c1C	-3	-14	-4	3	-4
14	Cc1cc2nc(-c3ccc(SCC(=O)Nc4ccc5c(c4)OCCO5)nc3)[nH]c2cc1C	8	-3	6	-2	-13
2	CC1(C)C(C=C(Cl)Cl)C1C(=O)N(Cc1cccc(Cl)c1)C1CCS(=O)(=O)C1 (stereo not given)	1	-1	-8	-1	13

no.	Rpn11 inh	MT1-MMP act inh	MsrA inh	eLon inh
7	i	1	-0.3	2
20	i	-3	-0.4	-2
19	i	1	0.4	-3
6	i	-8	-0.6	18
10	i	0	0.1	-3
16	i	4	0.3	4
14	i	2	3.1	-8
2	i	0	0.2	0

# The list goes on:
no.	SMILES	PABP1 MLLE inh	MsrA act	CSN inh	Rin1-Abl PPI inh	FAS TE block
21	COc1ccc(C(=O)/C=C(/C)N(C)C)cc1	-7	-11	-1	0	-1
22	O=C(Nc1ccccc1N1CCCC1)C1CCN(S(=O)(=O)c2ccc(F)cc2)CC1	10	0	-5	1	6
23	Cc1ccc(NC(=O)CN2CCN(Cc3ccccc3)CC2)cc1	-1	3	5	2	-4
24	CN(C)c1ccc(/C=C/c2ccc3ccccc3n2)cc1	-18	-2	50*	-6	3
25	NS(=O)(=O)c1ccc(CCNC(=O)c2ccc(C#CC3(O)CCCCC3)cc2)cc1	-1	-6	0	-1	-6
26	CC(=O)c1ccccn1	-3	-2	-1	0	-5
27	COCCN=C1Sc2nc3cc(C)c(C)cc3cc2CN1Cc1cccs1	-2	-6	2	-4	20
28	O=C(CN(Cc1ccc(F)cc1)C(=O)CNS(=O)(=O)c1ccc(F)cc1)NCc1ccco1	5	-7	3	4	0
29	O=C(C(Cc1ccccc1)N1C(=O)C2C3C=CC(C3)C2C1=O)N1CCCCCC1 (stereo not given)	4	-2	4	-2	-1
30	CC(C)[C@H](NC(=O)N1CCn2c1nc1ccccc12)C(=O)NCc1ccc(F)cc1	13	1	-3	-2	5

no.	Rpn11 inh	MT1-MMP act inh	MsrA inh	eLon inh
21	i	-3	2.0	2
22	i	1	0.3	-7
23	i	4	1.4	8
24	·	-57	·	-133
25	i	-21	-1.6	-9
26	i	1	0.1	-15
27	i	1	0.9	2
28	i	-1	-0.6	-3
29	i	-4	1.5	-1
30	i	4	-0.2	8

# (further entries)
no.	SMILES	PABP1 MLLE inh	MsrA act	CSN inh	Rin1-Abl PPI inh	FAS TE block
31	CCN(CC)C(=O)CSc1nnc(-c2cccc(OC)c2)o1	11	5	-2	-3	-8
32	Cc1ccc(-n2nc3c(n2)/C(=N/O)CC/C3=N\O)cc1	-4	-8	0	-2	-12
33	O=C(O)C1CC=CCC1C(=O)Nc1ccc2c(c1)CCC2 (stereo not given)	1	-3	2	2	-5
34	CN(C)CCNc1ncnc2ccccc12	7	2	-4	-5	-8
35	CC1CC(C)CN(C(=S)Nc2ccc(OC(F)F)cc2)C1 (stereo not given)	-101	-3	-1	2	-1
36	CC(C)n1nnnc1C1c2ccccc2C(=O)N1CCCN1CCOCC1 (stereo not given)	·	-3	0	·	-12
37	O=C(Nc1ccc(O)cc1)c1c(O)c2c([nH]c1=O)CCCC2	-8	-9	-8	3	1
38	COCCNc1c2c(nc3c(-c4ccccc4)c(C)nn13)CCCC2	2	0	1	1	17
39	O=C(CN1C(=O)c2ccccc2S1(=O)=O)N1CCN(c2ccc(F)cc2)CC1	-12	-10	5	1	-12
40	NC(=O)COC(=O)CC12CC3CC(CC(Br)(C3)C1)C2	7	-1	3	-1	0

no.	Rpn11 inh	MT1-MMP act inh	MsrA inh	eLon inh
31	i	5	-0.9	1
32	i	-6	0.3	-6
33	i	-5	-0.4	7
34	i	-1	1.2	1
35	i	1	-0.6	0
36	·	5	-0.4	2
37	i	-6	-0.1	-10
38	i	-1	2.4	-2
39	i	5	2.2	10
40	i	-2	-0.2	7

# (cont.)
no.	SMILES	PABP1 MLLE inh	MsrA act	CSN inh	Rin1-Abl PPI inh	FAS TE block
41	COc1ccccc1OCCN1C(=O)S/C(=C\c2ccco2)C1=O	0	-6	11	0	6
42	Cc1cccc(NC(=O)c2ccc3c(Cl)c4c(nc3c2)CCCC4)n1	11	-8	-1	-1	-7
43	O=C(O)C1CC=C(Cl)CC1C(=O)NC1CCCCC1 (stereo not given)	3	-5	-1	0	-7
44	O=C(CNC(=O)c1ccc(Cl)cc1Cl)NCc1ccccn1	13	-7	0	3	-4
45	CCOc1ccc(C(=O)NC2CCN(C(=O)Nc3ccc(F)cc3)CC2)cc1	0	-1	4	2	-6
46	CCOc1ccc(C2/C(=C(\O)c3cccc(OC)c3)C(=O)C(=O)N2c2ccccn2)cc1OC (stereo not given)	7	-1	1	-4	-4
47	O=C(/C(C=Nc1ccc(Br)cc1)=C(/O)c1ccco1)C(F)(F)F	-1	-4	-6	0	15
48	CCOc1ccccc1Nc1nnc(SCC(=O)Nc2cccc(S(=O)(=O)NC3=NCCCCC3)c2)s1	-55	-3	2	-2	-1
49	COc1ccc(CCC(C)N2CCc3ccccc3C2)cc1 (stereo not given)	8	-2	4	2	-1
50	CN(CC(O)Cn1c2ccccc2c2ccccc21)S(C)(=O)=O (stereo not given)	1	-12	3	0	-9

no.	Rpn11 inh	MT1-MMP act inh	MsrA inh	eLon inh
41	i	-5	2.1	-17
42	i	-3	2.3	-11
43	i	-2	·	-2
44	i	3	0.6	-1
45	i	4	-0.5	7
46	i	-4	1.3	4
47	i	-12	4.8*	5
48	i	5	0.0	20
49	i	-3	-0.2	2
50	i	0	-0.1	-4

# Carrying on.
no.	SMILES	PABP1 MLLE inh	MsrA act	CSN inh	Rin1-Abl PPI inh	FAS TE block
51	COc1ccc(-c2cc(C(=O)Nc3cccc(Cl)c3)no2)cc1	2	-3	-4	1	-6
52	O=[N+]([O-])c1ccc(Cl)cc1Sc1cccc2cccnc12	-9	-3	0	0	9
53	CCOc1ccc(NC(=S)N(CCCN2CCCC2)Cc2cccn2Cc2ccc(Cl)cc2)cc1	-50	-1	4	-2	4
54	Cc1cc(NCCC(C)C)n2nc(C)c(-c3ccccc3)c2n1	9	0	-4	-3	32
55	CC(=O)Nc1ccc(S(=O)(=O)N(Cc2ccco2)Cc2cc3ccccc3[nH]c2=O)cc1	-10	0	0	2	-2
56	CC(NC(=O)C1CCC(CNc2c(N3CCOCC3)c(=O)c2=O)CC1)c1ccccc1 (stereo not given)	-12	2	2	-1	4
57	Cn1c(=O)c2c(nc(NCC3CCCO3)n2C)n(C)c1=O (stereo not given)	2	-3	-5	0	-5

no.	Rpn11 inh	MT1-MMP act inh	MsrA inh	eLon inh
51	i	-3	-0.2	6
52	i	-2	0.3	0
53	i	1	-0.7	-1
54	i	3	0.6	7
55	i	1	0.7	2
56	i	2	0.0	-9
57	i	4	0.1	5
